# Insulin prom up: MIN6 insulin promoter up-regulation; MIN6 insulin promoter-GFP reporter, high-content imaging; active compounds read high; z-score at 5 µM; 190,000 compounds, 0.3% hits; AID 1625;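 active means z-score above 3 at 5 µM with at least 500 cells counted in the well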
# TNAP activation fold: human TNAP enzyme activators, primary screen, biochemical, luminescent, no phosphate acceptor, uHTS (AID 1001) | purified TNAP, luminescent activation assay, no phosphate acceptor; higher activation fold means a stronger effect | activation fold at 20 µM; hits with a dose series show EC50 in µM | 200,000 compounds, 0.03% hits; in the data active means activation fold from about 3, or a potency from the dose series; inactive means the rest, 99 in 100 with activation fold below about 1.6; further: many of its hits are not listed in these tables
# PMI inhibitors: inhibitors of human PMI, primary screen, biochemical, fluorescence intensity, coupled assay (AID 1209). purified PMI enzyme, coupled fluorescence intensity; higher % means a stronger effect. inhibition, % at 20 µM, or IC50 in µM where a hit was titrated. 190,000 compounds, 0.42% hits;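 further: plate controls were DMSO vehicle for no effect and wells lacking substrate for full effect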
# Hep lipid drop: modulators of hepatic lipid droplet formation. AML12 mouse hepatocytes, oleate lipid droplets, BODIPY imaging. inhibition, % at 6.5 µM. 240,000 compounds, 0.4% hits. AID 1656;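 active means lipid droplet intensity inhibited by at least 50%, with more than 500 cells counted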
#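 Material – AML12 mouse liver cells · Also added – oleate loading, 100 µM · Compound dosing – 6.5 µM single-point dosing · Times – overnight treatment with compound plus oleate · Measured by – fluorescence imaging, 20x objective, two fields per well · Read-out – percent inhibition of filter-corrected integrated lipid droplet intensity per well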
# T cell modulator: T cell immune modulation candidate; 2C CD8+ T cell-vesicle binding, flow cytometry; active compounds read low; calls only at 7 µM; 330,000 compounds, 0.068% hits;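 active means response, share of CD8 T cells binding vesicles, and their 90th percentile fluorescence all below set limits, cut at about 80% in these data, passing the limit was not always enough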
#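 Material: 2C TCR transgenic mouse naive CD8+ T cells, MACS-purified. Also added: QL9-charged Drosophila Ld/ICAM-1/B7-1 vesicles. Timing: binding 1.5 h at 37 °C. Measured by: high-throughput flow cytometry with anti-B7-1 and anti-CD8 staining. Read-out: percent CD8+ FL2 mean versus row control. Controls: Unloaded micro-vesicles (low), QL9 vesicles with 0.7% DMSO (high).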
# human PMI inhibitors: human PMI inhibitors, high substrate, primary screen, biochemical, fluorescence intensity, high mannose 6-phosphate (AID 1220); 190,000 compounds, 0.66% hits; recombinant PMI enzyme, coupled fluorescence intensity; higher % means a stronger effect; inhibition, % at 20 µM; hits with a dose series show IC50 in µM
# Autophagy HCS: autophagy modulation, high-content screen | MEF GFP-LC3 puncta imaging; test concentration mostly 10 µM | calls only at 10 µM (by protocol) | 190,000 compounds, 0.98% hits | AID 463193;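 active means percentage of spot-positive cells more than 3 SD above its plate mean, without a fluorescence outlier flag or 80% toxicity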;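 further: spot-positive cell cutoff set from DMSO-treated cells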
# MT stabilize HCS: stabilizes microtubules in HeLa cells. 200,000 compounds, 0.83% hits. AID 2205. HeLa tubulin immunostaining HCS, 24 h; share of cells brighter than vehicle mean+2SD. % tubulin-high responders, % at 10 µM;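 active means plate Z-score above 3 for both tubulin-high and condensed-nucleus cell shares, with cell loss under 80%, at 10 µM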;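 further: anti alpha tubulin signal scored within the nucleus-defined area of each cell; some results filed as inactive read as strong as hits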
# b-catenin transl: beta-catenin nuclear translocation modulation; HeLa beta-catenin nuclear translocation, immunofluorescence imaging; nuclear translocation activity, % at 5 µM; 190,000 compounds, 0.3% hits;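 active means nuclear translocation activity above 50% at 5 µM, with a well cell count of 50 or more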;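 further: per-cell ratio of nuclear to cytoplasmic median beta-catenin stain intensity; plate controls were DMSO negative control for no effect and GSK-3 inhibitor IX positive control for full effect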
#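 test system = HeLa cells, endogenous beta-catenin | dosing = single 5 µM dose plus 0.02–20 µM confirmation series | times = compound treatment 24 h, 37°C, 5% CO2 | technique = beta-catenin immunofluorescence imaging with DAPI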
# Insulin prom up cell count: also measured in Insulin prom up; calls as there; cell count; measured here: cytotoxicity, nuclei count;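 total cells summed across four imaged fields per well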
# Hep lipid drop cells 6.5 µM: also measured in Hep lipid drop; calls as there; cell count; measured here: cell count, cytotoxicity flag;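 cells counted across two imaged fields per well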
# b-catenin transl cell count 5 µM: recorded beside b-catenin transl, whose call it bears; cell count; measured here: cell count, cytotoxicity flag
# T cell modulator vesicle-bound %: further read-out of T cell modulator, marked with its call; double positive events, %; measured here: CD8+ vesicle-bound cell fraction;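 binding gate set so that unloaded-vesicle control wells show 10% double positive cells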
# MT stabilize HCS Hoechst-high %: also measured in MT stabilize HCS; calls as there; % Hoechst-high responders; measured here: nuclear condensation Hoechst responders;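 share of cells brighter than vehicle mean plus two SD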
# MT stabilize HCS cytotoxicity %: second read-out of MT stabilize HCS, no call of its own (marks repeat the call); toxicity, %; measured here: cytotoxicity by cell density;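 0% = mean cell density of plate MIN control wells and 100% = no cells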
# Autophagy HCS cell loss 18 h: second read-out of Autophagy HCS, no call of its own (marks repeat the call); toxicity, %; measured here: cell loss, nuclei count;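 cell loss after 18 h compound exposure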
# * hit, by the source's call; i = inactive; / = not tested or not shown. Unless noted, no stated cut-off is given here; in the data, active means inhibition above about 50%; inactive means the rest.
SMILES,Insulin prom up,Insulin prom up cell count,TNAP activation fold,PMI inhibitors,Hep lipid drop,Hep lipid drop cells 6.5 µM,T cell modulator,T cell modulator vesicle-bound %,human PMI inhibitors,Autophagy HCS,Autophagy HCS cell loss 18 h,MT stabilize HCS,MT stabilize HCS Hoechst-high %,MT stabilize HCS cytotoxicity %,b-catenin transl,b-catenin transl cell count 5 µM
C(=N\N1CCOCC1)/c1cccs1,0.35,1243,1.1,1.6%,1.0,751,i,29.6,6.4%,i,-1.0,1.7,2.3,4.6,0.5,610
CCOC(=O)Cc1csc(NC(=O)c2cccnc2)n1,0.16,1708,1.3,14.5%,0.5,667,i,20.8,11.3%,i,-1.3,1.4,1.3,26.0,-0.1,1074
Cc1cc2oc(=O)cc(CSc3nnc(C)n3N)c2cc1C(C)C,0.59,1261,1.1,9.1%,/,/,i,11.4,10.2%,i,1.0,3.1,1.4,5.6,-3.0,849
CCOC(=O)c1c(NC(=O)CCCC(=O)O)sc2c1CCC2,-0.81,1415,1.1,-0.9%,7.5,693,i,55.3,2.5%,i,-6.3,4.1,2.7,11.1,0.0,1531
NC(=O)c1ccccc1-c1nc(-c2ccccc2)no1,-0.34,1118,1.1,-0.7%,/,/,i,3.1,-2.5%,i,7.9,1.5,2.3,1.9,-4.4,1054
O=C1CN(C(=O)COC(=O)C2CC(=O)N(Cc3ccco3)C2)c2ccccc2N1 (stereo not given),-0.61,1304,1.1,-1.2%,/,/,i,56.6,-1.9%,i,22.5,3.1,1.3,6.7,-4.3,984
c1ccc(-c2csc(N3CCOCC3)n2)cc1,0.57,808,1.1,13.8%,-0.1,747,i,35.3,8.4%,i,1.2,3.1,1.2,7.2,2.2,1058
COc1ccc(/C=C/C(=O)OCC(=O)NCc2ccco2)c(OC)c1,-0.19,1227,1,-4.6%,4.4,691,i,42.4,-2.7%,i,12.4,3.6,2.3,3.8,3.7,966
Cc1ccc(Cn2ccc(NC(=O)c3nc4ncccn4n3)n2)cc1,0.18,1279,1.1,8.5%,1.4,745,i,27.5,5.6%,i,4.8,2.7,0.6,39.9,-0.2,1159
Cc1cc(C(=O)COC(=O)c2ccc(O)cc2)c(C)n1CC1CCCO1 (stereo not given),0.32,1626,1.1,1.3%,-30.8,647,i,41.7,-1.2%,i,-2.1,3.4,1.4,5.6,-1.5,1085
O=C1Nc2ccccc2N(O)N1c1ccc(Cl)c(Cl)c1,0.29,1183,1.1,-5.5%,-6.3,721,i,47.9,2.8%,i,3.9,7.2,1.4,9.1,1.7,1057
CCOc1ncccc1C(=O)Nc1ccc2c(C)cc(=O)oc2c1,-0.21,1015,1,2.7%,-2.6,692,i,5.0,-1.8%,i,-2.5,4.2,2.3,2.1,/,/
CSc1ccc(S(=O)(=O)Nc2ccc(N3CCOCC3)c(Cl)c2)cc1,-0.24,1257,1.1,18.6%,-10.0,790,i,31.5,15.3%,i,2.7,4.0,1.9,6.8,0.2,1038
O=C(NC1CCS(=O)(=O)C1)Oc1ccc(Cl)cc1 (stereo not given),-0.1,960,1.1,-2.9%,20.3,803,i,43.2,-3.1%,i,-5.2,1.9,1.1,6.6,/,/
O=C(NCc1cccnc1)c1ccc(CS(=O)(=O)Cc2ccc(Cl)cc2)o1,0.22,1905,1,15.1%,3.2,648,i,40.1,17.7%,i,12.1,5.0,2.1,6.6,-0.6,1021
CCC(CO)NC1=C([N+](=O)[O-])C(=O)CC(C)(C)C1 (stereo not given),1.69,1529,1,14.3%,10.2,581,i,38.2,8.2%,i,31.7,5.4,2.0,8.7,2.3,1034
Cc1ccsc1CNC12CC3CC(CC(C3)C1)C2,-1.4,1245,1.1,-14.0%,-13.5,662,i,50.3,-15.4%,i,1.9,2.3,1.4,10.1,0.9,1560
COc1ccc([N+](=O)[O-])cc1/C=N/Nc1nn[nH]n1,0.84,1192,1.1,-19.0%,9.1,658,i,63.6,-15.0%,i,5.7,2.8,1.2,2.7,0.2,1073
Cc1c(NC(=O)CN2CCN(C(c3ccccc3)c3ccccc3)CC2)c(=O)n(-c2ccccc2)n1C,-1.51,896,1.1,5.0%,-1.1,682,i,16.4,-0.4%,i,25.1,4.9,2.3,5.4,-3.5,1200
CCc1ccccc1NC(=O)CCN1C(=O)C2C3CCC(C3)C2C1=O (stereo not given),0.21,1257,1,-4.0%,-0.5,737,i,3.2,6.1%,i,-0.4,5.0,2.8,7.1,1.2,1080
CCOc1ccc(N(C)S(=O)(=O)c2ccc3[nH]cc(C(=O)NCC4CCCO4)c(=O)c3c2)cc1 (stereo not given),-1.71,1255,1.1,18.2%,2.1,703,i,43.9,15.6%,i,-8.8,4.5,2.3,5.9,/,/
CCCCc1ccc(NC(=O)CC(C)C)cc1,-0.57,1370,1,4.9%,-5.5,697,i,64.5,4.7%,i,9.3,2.1,1.2,0.9,0.6,1517
CC12CCC(C(=O)Nc3ccccc3Cl)(C(Br)C1=O)C2(C)C (stereo not given),0.21,1194,1.1,-0.1%,-83.4,705,i,35.4,10.9%,i,6.4,1.1,3.8,7.2,-2.6,441
CCOC(=O)CSc1c(-c2cccs2)[nH]c2ccccc12,0.63,1277,1.1,-2.1%,82.9*,785*,i,3.0,11.7%,i,-0.6,2.1,1.9,10.0,-0.3,588
O=S(=O)(Nc1ncccn1)c1ccc(NC(=S)Nc2ccc(Cl)cc2)cc1,0.42,1454,/,/,5.7,699,i,25.4,/,/,/,/,/,/,-3.4,1103

# The final four compounds of the part above are carried over, then new ones follow:
SMILES,Insulin prom up,Insulin prom up cell count,TNAP activation fold,PMI inhibitors,Hep lipid drop,Hep lipid drop cells 6.5 µM,T cell modulator,T cell modulator vesicle-bound %,human PMI inhibitors,Autophagy HCS,Autophagy HCS cell loss 18 h,MT stabilize HCS,MT stabilize HCS Hoechst-high %,MT stabilize HCS cytotoxicity %,b-catenin transl,b-catenin transl cell count 5 µM
CCCCc1ccc(NC(=O)CC(C)C)cc1,-0.57,1370,1,4.9%,-5.5,697,i,64.5,4.7%,i,9.3,2.1,1.2,0.9,0.6,1517
CC12CCC(C(=O)Nc3ccccc3Cl)(C(Br)C1=O)C2(C)C (stereo not given),0.21,1194,1.1,-0.1%,-83.4,705,i,35.4,10.9%,i,6.4,1.1,3.8,7.2,-2.6,441
CCOC(=O)CSc1c(-c2cccs2)[nH]c2ccccc12,0.63,1277,1.1,-2.1%,82.9*,785*,i,3.0,11.7%,i,-0.6,2.1,1.9,10.0,-0.3,588
O=S(=O)(Nc1ncccn1)c1ccc(NC(=S)Nc2ccc(Cl)cc2)cc1,0.42,1454,/,/,5.7,699,i,25.4,/,/,/,/,/,/,-3.4,1103
COc1ccc(NS(=O)(=O)CC23CCC(CC2=O)C3(C)C)cc1 (stereo not given),2.95,1418,0.9,-8.9%,/,/,i,22.7,-2.2%,i,10.4,3.0,2.4,8.2,-2.1,1330
CN(Cc1ccccc1)c1ncnc(N)c1[N+](=O)[O-],-0.87,1588,1.1,1.7%,-6.5,736,i,42.5,-2.2%,i,5.3,3.1,4.4,0.1,-3.2,998
O=C1CC(O)(c2ccccc2)C(c2ccccc2)=C1c1ccccc1 (stereo not given),/,/,1,11.4%,-20.9,754,i,/,7.7%,i,5.0,3.4,2.4,4.3,1.8,1163
O=C(Cc1ccccc1)n1nc(-c2ccco2)nc1SCc1ccccc1,/,/,0.9,5.6%,-4.8,790,i,41.2,-3.8%,i,19.8,0.5,1.0,1.6,-10.2,1133
O=C(Nc1ccc(O)c2c(=O)cc(-c3ccccc3Cl)oc12)c1cccs1,0.13,1090,/,/,1.8,692,i,17.9,/,/,/,/,/,/,-0.1,1217
COc1ccc2[nH]c(=O)c(CN(C(=O)c3ccccn3)C3CCCCC3)cc2c1,/,/,1.1,3.7%,/,/,i,55.6,9.6%,i,6.9,2.4,1.9,7.3,/,/
CCOC(=O)c1sc(NC(=O)c2ccc(Br)o2)cc1C,0.46,1242,1.1,11.7%,/,/,i,37.6,15.3%,i,-9.0,2.4,4.7,10.5,-6.4,889
Cn1c(-c2ccccc2O)cc2ccccc21,/,/,1.1,18.2%,2.4,783,i,39.1,18.8%,i,-2.0,4.7,2.1,3.0,4.6,446
COc1cc(NC(=O)CSc2nc3c(c(=O)[nH]2)CCCC3)cc(OC)c1OC,-0.07,1337,1.1,10.0%,9.4,697,i,25.9,6.4%,i,15.2,1.4,1.5,7.3,-0.6,1112
O=C(O)c1ccc(COc2ccccc2/C=C2\NC(=O)N(Cc3ccccc3)C2=O)cc1,-0.21,1500,1.1,-4.2%,4.4,639,i,63.0,-4.0%,i,-8.2,4.2,2.4,9.3,-5.1,1177
Cc1ccc2[nH]c(=O)c(CN(Cc3ccc4c(c3)OCO4)Cc3nnnn3C3CCCC3)cc2c1,-1.66,1756,1.1,14.8%,-47.9,596,i,29.3,21.3%,i,-16.3,5.9,1.9,0.3,-1.8,1116
COc1ccc(/C(C)=N/NC(=O)c2ccccc2N)cc1,-0.42,1306,1.2,-1.0%,4.1,674,i,42.4,4.5%,i,19.2,7.1,1.7,2.3,0.8,1068
Cc1cc(C(=O)Nc2cccnc2)no1,0.88,1239,1.1,-0.4%,19.8,720,i,9.0,1.2%,i,0.6,3.4,2.1,5.2,-1.9,1268
CC(C)C(=O)N(c1ccc(F)cc1)C1C=CS(=O)(=O)C1 (stereo not given),0.51,1441,1.1,7.0%,/,/,i,28.8,2.4%,i,2.8,5.3,2.1,11.0,-0.8,1446
CCOC(=O)c1c(NC(=O)CCCN2CCOCC2)sc2c1CC(C)(C)OC2,-0.96,1584,1,-2.8%,/,/,i,27.3,-3.3%,i,-3.3,2.4,0.7,3.5,-0.6,1455
O=C(O)CNC(=O)CCCn1nnc2ccccc2c1=O,-0.78,1416,/,/,-6.6,687,i,24.2,/,/,/,/,/,/,-0.4,1274
